Source: PubChem (National Center for Advancing Translational Sciences (NCATS))
PI4K2A inh – qHTS for small molecular inhibitors of PI4K2A; activity change, negative = inhibition, % at 76.9 µM; 420,000 compounds, 0.13% hits; purified PI4K2A, ADP-Glo luminescence, 1 h; stronger effect = lower value; Phosphatidylinositol 4-kinase type 2-alpha (Homo sapiens), Q9BTU6; AID 1346378, 2018; in the data active = activity change below about -50%; inconclusive = mostly about -30% to -49%;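 note: -100% = wells without enzyme as full effect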
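In this quantitative HTS, ADP production by PI4K2A was quantified luminescently after 1 h at ambient temperature; 100 microM adenosine served as plate-quality control.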
PGK inhibitor – qHTS Assay to Find Inhibitors of Phosphoglycerate Kinase; PGK/GAPDH coupled, Kinase-Glo luminescence, 60 min; Phosphoglycerate kinase, glycosomal (Trypanosoma brucei brucei), P07378; 380,000 compounds, 0.043% hits; Potency, µM (titrated, usually from 57.5 µM), without a hit: at the highest dose activity change, negative = inhibition, actives largely listed as inhibitors; note: potency is the fitted concentration of half-maximal effect; nearly all actives have a fitted effect of over 60% in size
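Luminescent ATP detection (Kinase-Glo Plus) follows a 60-minute room-temperature incubation, with wells lacking PGK as controls. Buffer: 100 mM TEA (pH 7.6), 5 mM MgCl2, 0.01% Tween-20. Coupling enzyme GAPDH (100 nM final) supplies unstable 1,3-BPG in-well.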
GLS inh – qHTS for Inhibitors of Glutaminase (GLS); Potency, µM (series often up to 45.5 µM), for the others: top-dose activity change, negative = inhibition, most hits filed as inhibitors; 410,000 compounds, 0.21% hits; GLS enzymatic activity, qHTS titration; Glutaminase kidney isoform, mitochondrial (Homo sapiens), O94925; AID 624170, 2012; note: potency is the fitted concentration of half-maximal effect
Target sequence (O94925 whole entry, looked up, canonical isoform): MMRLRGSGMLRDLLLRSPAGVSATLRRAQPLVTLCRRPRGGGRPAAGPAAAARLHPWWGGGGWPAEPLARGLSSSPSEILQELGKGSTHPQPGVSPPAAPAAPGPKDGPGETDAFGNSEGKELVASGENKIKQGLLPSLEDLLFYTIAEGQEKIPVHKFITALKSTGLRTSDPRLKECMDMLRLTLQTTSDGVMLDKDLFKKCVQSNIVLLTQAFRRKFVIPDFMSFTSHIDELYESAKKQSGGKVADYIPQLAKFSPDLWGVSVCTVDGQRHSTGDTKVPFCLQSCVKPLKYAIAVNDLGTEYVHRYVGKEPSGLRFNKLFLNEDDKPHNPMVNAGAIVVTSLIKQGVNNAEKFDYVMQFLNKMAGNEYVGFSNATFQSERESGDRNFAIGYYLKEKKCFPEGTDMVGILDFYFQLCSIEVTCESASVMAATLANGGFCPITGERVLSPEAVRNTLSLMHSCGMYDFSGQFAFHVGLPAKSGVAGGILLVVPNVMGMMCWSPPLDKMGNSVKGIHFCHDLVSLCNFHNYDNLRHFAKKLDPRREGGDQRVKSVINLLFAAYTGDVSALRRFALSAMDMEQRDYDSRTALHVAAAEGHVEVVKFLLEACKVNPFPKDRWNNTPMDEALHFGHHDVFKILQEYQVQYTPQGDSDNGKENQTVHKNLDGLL
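Human kidney-isoform GLS in 45 mM KH2PO4 pH 8.2, 0.02% Tween-20, with compound, started with 1mM L-Glutamine (added stock). Glutamate oxidase/HRP/Amplex red coupled fluorescence read at start and after 30 min at RT.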
* hit, by the source's call; i = inactive; ? = inconclusive. Unless noted, calls come from the whole dose curve; as a rule, active = well fitted curve in the direction sought with a large enough effect; inconclusive = small, poorly fitted or top-dose-only effect, or another doubt; inactive = no such curve, though single readings can be large; an effect the other way counts as inactive or inconclusive. Unless noted, % is set by controls: 0 for no effect and ±100 for the full control effect.

PGK inhibitor | PI4K2A inh | GLS inh | compound
-2% | -2 | 0% | CCN(CC)C(=O)C1=C(C)N(Cc2ccccc2)C(=O)C(CC(=O)NC2CCCC2)C1 (centres undefined)
i | 5 | 5% | Cc1ccnc(NCc2cc(Cl)ccc2O)c1
i | -2 | -7% | COc1ccc(CCN2CC(C(=O)NCc3ccon3)CCC2=O)cc1 (centres undefined)
3% | -2 | -1% | CCCS(=O)(=O)c1nc(S(=O)(=O)c2ccc(C)cc2)c(N2CCCCC2)s1
i | -5 | -2% | CCN(CC)C(=O)C1=C(C)N(CCCN2CCCC2=O)C(=O)C(CC(=O)NCc2ccco2)C1 (centres undefined)
-4% | 5 | -5% | Nc1ccc(Oc2ccc(N)c([N+](=O)[O-])c2)cc1[N+](=O)[O-]
-2% | -18 | -3% | CC1=C(C(=O)N2CCOCC2)CC(CC(=O)NCc2cccs2)C(=O)N1CCC1=CCCCC1 (centres undefined)
-1% | 1 | ? | O=C1CCCCc2cc(O)c(O)cc21
-4% | 1 | 2% | O=C(CCN1C(=O)/C(=C\c2ccccc2F)SC1=S)N1CCOCC1
-14% | 1 | -10% | N=c1c2ccccc2nc2n1CCCCCCC2

(cont.)
PGK inhibitor | PI4K2A inh | GLS inh | compound
i | -4 | 1% | CC1(C)Cc2cccc(OCC(=O)OCC(=O)Nc3ccc(S(N)(=O)=O)cc3)c2O1
-1% | -7 | -1% | C[C@H]1CN([C@@H](C)CO)S(=O)(=O)c2ccc(Br)cc2O[C@H]1CN(C)C(=O)c1cccnc1
i | -15 | -28% | CCC(=O)N(C)C[C@H]1Oc2ncc(C#Cc3cccnc3)cc2C(=O)N([C@@H](C)CO)C[C@@H]1C
-4% | -6 | 0% | C[C@@H]1CCCCO[C@@H](CN(C)S(=O)(=O)c2ccc(F)cc2)[C@@H](C)CN([C@H](C)CO)C(=O)c2cc(NC(=O)c3ccccc3)ccc2O1
i | -1 | -1% | CCCCOC(=O)C1=C(C)N(C)C(=O)NC1c1cc2c(cc1Br)OCO2 (centres undefined)
10% | -2 | 0% | COc1ccc(NC(=O)C[C@H]2C(=O)N(c3ccccc3)C[C@@H]2CSC)cc1
i | -10 | -6% | C[C@H](CO)N1C[C@H](C)[C@@H](CN(C)C(=O)Nc2cccc(Oc3ccccn3)c2)OCc2cnnn2CCCC1=O
i | -4 | 5% | CN1C(=O)N(CC(=O)Nc2ccc3c(c2)OCO3)C(=O)C12CCCCC2
-11% | -8 | -2% | CC1CCCC(NC(=O)COC(=O)c2ccccc2C(=O)N(C)C2CCCCC2)C1C (centres undefined)
-10% | -4 | 18% | O=C(CCc1ccc(O)cc1)NN=Cc1ccc2c(c1)OCO2

The closing four compounds of the part before open the next one:
PGK inhibitor | PI4K2A inh | GLS inh | compound
i | -10 | -6% | C[C@H](CO)N1C[C@H](C)[C@@H](CN(C)C(=O)Nc2cccc(Oc3ccccn3)c2)OCc2cnnn2CCCC1=O
i | -4 | 5% | CN1C(=O)N(CC(=O)Nc2ccc3c(c2)OCO3)C(=O)C12CCCCC2
-11% | -8 | -2% | CC1CCCC(NC(=O)COC(=O)c2ccccc2C(=O)N(C)C2CCCCC2)C1C (centres undefined)
-10% | -4 | 18% | O=C(CCc1ccc(O)cc1)NN=Cc1ccc2c(c1)OCO2
-4% | 2 | 3% | CCNC(=S)N1CCC(C(=O)c2ccc(F)cc2)CC1
1% | -8 | 2% | CNC[C@@H]1OCc2ccccc2-c2ccccc2C(=O)N([C@@H](C)CO)C[C@@H]1C
-9% | 0 | 2% | Cc1cccc(C)c1OCCOC(=O)c1ccc(S(=O)(=O)N2CCCC2)cc1
-1% | -2 | -2% | COc1ccc(CN2C(=O)C(CC(=O)NC3CCCCC3)CC(C(=O)N(C(C)C)C(C)C)=C2C)cc1 (centres undefined)
-16% | -12 | -8% | CC(=NNC(=S)N1CCCC1)c1ccccn1
-9% | 3 | 3% | CCOc1ccc(C(=O)N[C@H](C(=O)N2CCN(c3ncccn3)CC2)C(C)C)cc1
-7% | -4 | 3% | COc1ccc([C@H]2N[C@]3(CCCN(Cc4ccccc4)C3=O)[C@H]3C(=O)N(Cc4ccccc4)C(=O)[C@@H]23)cc1
-9% | -2 | 2% | COC(=O)c1c(C(=O)OC)c2c(-c3ccccc3)cc3cccc1n32
-2% | 3 | -24% | N#CCSc1ccccc1NC(=O)CN1C(=O)NC(CCc2ccccc2)C1=O (centres undefined)
i | 1 | -1% | COc1ccc(S(=O)(=O)N2CCN(CC(=O)c3c(N)n(C)c(=O)n(C)c3=O)CC2)cc1OC

The final 4 compounds of the section above come first, to join the parts:
PGK inhibitor | PI4K2A inh | GLS inh | compound
-7% | -4 | 3% | COc1ccc([C@H]2N[C@]3(CCCN(Cc4ccccc4)C3=O)[C@H]3C(=O)N(Cc4ccccc4)C(=O)[C@@H]23)cc1
-9% | -2 | 2% | COC(=O)c1c(C(=O)OC)c2c(-c3ccccc3)cc3cccc1n32
-2% | 3 | -24% | N#CCSc1ccccc1NC(=O)CN1C(=O)NC(CCc2ccccc2)C1=O (centres undefined)
i | 1 | -1% | COc1ccc(S(=O)(=O)N2CCN(CC(=O)c3c(N)n(C)c(=O)n(C)c3=O)CC2)cc1OC
3% | 0 | 0% | COc1ccc(OC)c(C=NN=Cc2cc(OC)ccc2OC)c1
-2% | -1 | 0% | COc1ccc(CCNC(=O)c2c(O)c3cc(OC)c(OC)cc3[nH]c2=O)cc1OC
-9% | -2 | -7% | CCOc1ccccc1NC(=O)CCNC(=O)C1CCN(S(=O)(=O)c2ccccc2)CC1
-1% | 6 | 0% | COc1cccc(/C=C2\SC(=S)N(CCCC(=O)Nc3cccc(C(=O)O)c3)C2=O)c1
-8% | 3 | -7% | O=C(O)c1ccccc1C(=O)OCC1CCC(=NO)CC1 (centres undefined)
-3% | 10 | -7% | NC(=O)c1ccsc1NC(=O)COC(=O)Cc1ccc(F)cc1
-5% | -2 | -11% | N#CCCN(Cc1ccccc1)C(=O)CCC(=O)c1ccc(F)cc1
i | -2 | -4% | COc1ccc(Cc2nc3ccc(C(=O)N(C)Cc4nccn4C)cc3o2)cc1
-5% | -4 | 2% | CCN1C(=O)[C@H]2[C@@H](c3ccccc3)N[C@]3(CCCN(Cc4ccccc4)C3=O)[C@H]2C1=O
2% | -1 | 3% | COc1ccc(NC(=O)C[C@@H]2C(=O)N(c3ccc(OC)cc3)CC2(C)C)cc1

Additional records follow:
PGK inhibitor | PI4K2A inh | GLS inh | compound
-4% | -6 | 8% | CC(=NCc1ccccc1)c1ccc(O)cc1O
-6% | 0 | 1% | COc1ccc(S(=O)(=O)N2CCOCC2)cc1NC(=O)CCCOc1ccc(C(C)=O)cc1
i | -2 | -1% | O=[N+]([O-])c1ccc(-c2csc(COc3ccccc3)n2)cc1
-7% | 7 | -5% | C=C1C(=O)N(C)CCC1C(CC)C(=O)OC (centres undefined)
-6% | -3 | 6% | O=C(OCc1cn([C@@H]2CN(Cc3cccs3)[C@@H](c3ccccc3)C[C@H]2O)nn1)c1ccccc1
-3% | 4 | -3% | CSc1ncnc2c1ncn2CCCNCC(c1ccccc1)c1ccccc1
-2% | -4 | 8% | COc1cc(C(C)=O)ccc1OCC(=O)NCc1ccccc1CN1CCCC1
0% | -1 | 7% | COc1ccc(N2CCN(C(=O)CSc3nnc(C4CC4)n3C3CC3)CC2)cc1
i | 3 | -11% | COCCNC(=O)c1nn2c(C(F)(F)F)cc(-c3ccccc3)nc2c1Br
1% | 1 | 12% | Cc1[nH]nc2c(=S)[nH]c(=O)[nH]c12

More compounds follow:
PGK inhibitor | PI4K2A inh | GLS inh | compound
-3% | -4 | 6% | Cc1cc(NC(=O)CN2C(=O)/C(=C/c3ccc(C(C)C)cc3)SC2=S)no1
-10% | 3 | 0% | O=C(NCc1ccccc1)c1ccc(S(=O)(=O)N2CCCCCC2)cc1
-3% | 4 | -1% | CN(C(=O)COc1ccccc1)c1ccc([N+](=O)[O-])cc1
7% | -2 | 1% | COc1cccc(-c2nnn(CC(=O)N(C3CCCCC3)C3CCS(=O)(=O)C3)n2)c1 (centres undefined)
-4% | 5 | -3% | C[C@@H]1CN([C@H](C)CO)C(=O)CCCn2nncc2CO[C@@H]1CN(C)C(=O)NC1CCCCC1
-8% | -8 | -5% | CCc1ccc(NC(=O)CSc2nc(C)cs2)cc1
i | -9 | -1% | NC(=O)CN1C(=O)C2C3CCC(C3)C2C1=O (centres undefined)
i | -2 | 0% | CCOC(=O)c1c(C)[nH]c(C)c1C(=O)COC(=O)/C=C/c1cccc([N+](=O)[O-])c1
i | -9 | ? | O=c1c2ccccc2sn1-c1ccc(Cl)cc1Cl
7% | -10 | -2% | Cc1cccc(-c2cc3nc(C)cc(=O)n3[nH]2)c1

Next section.
PGK inhibitor | PI4K2A inh | GLS inh | compound
-8% | 7 | 12% | COC(=O)C[C@@H]1C[C@@H]2c3cc(NC(=O)NC4CCCCC4)ccc3O[C@@H]2[C@H](CO)O1
-5% | -13 | -5% | O=C(CN1C(=O)NC2(CCc3ccccc32)C1=O)NC1CCCCC1 (centres undefined)
-2% | -5 | 3% | CC(=O)Nc1ccc2c3c(ccc([N+](=O)[O-])c13)CC2
-2% | 3 | -3% | NS(=O)(=O)c1ccc(CCNC(=O)c2cc(S(=O)(=O)N3CCCCC3)ccc2Cl)cc1
-9% | 5 | -12% | CC(C)NC(=O)N(C)C[C@@H]1Oc2cc(C#Cc3ccccn3)ccc2S(=O)(=O)N([C@@H](C)CO)C[C@H]1C
-4% | 3 | 2% | Cc1ccc(S(=O)(=O)N2C[C@H]3[C@H]4C(=O)N(c5ccccc5)C(=O)[C@H]4C[C@H](OC(=O)Nc4c(C)noc4C)[C@@]3(O)C2)cc1
8% | -8 | 10% | C[C@@H]1CCCCO[C@@H](CN(C)Cc2ccccc2)[C@@H](C)CN([C@H](C)CO)C(=O)c2cc(NC(=O)Nc3cccc4ccccc34)ccc2O1
-5% | -2 | 0% | COc1ccc([C@H]2C[C@H](n3cc(C4CC4)nn3)[C@@H](O)CN2CC2CCCCC2)cc1
-5% | -4 | 5% | Cc1cc(C(=O)COC(=O)c2ccc(NC(=O)CC#N)cc2)c(C)n1CC(F)(F)F
-11% | -1 | -1% | Cc1cn([C@H]2C[C@H](O)[C@@H](CNCc3cccn3-c3ccncc3)O2)c(=O)[nH]c1=O

(next part)
PGK inhibitor | PI4K2A inh | GLS inh | compound
i | 3 | 0% | Cc1nn(CC(=O)NC2CC2)c(C)c1S(=O)(=O)N(C)C
-11% | 4 | 18% | COc1cc(Cc2cc(OC)c(O)c(OC)c2)cc(OC)c1O
8% | -3 | -8% | Cc1ccnn1CCC(=O)N1CCCC(Nc2ccc(C(C)C)cc2)C1 (centres undefined)
-7% | -5 | 13% | C#CCOCC1CN(c2ccccc2)C(=O)O1 (centres undefined)
-1% | -1 | -2% | CNC[C@@H]1OCc2ccccc2-c2ccccc2C(=O)N([C@H](C)CO)C[C@@H]1C
-3% | 1 | 1% | O=C(Nc1cccc2ccccc12)NC1CC1
-6% | 2 | -3% | CCS(=O)(=O)c1nc(S(=O)(=O)c2ccc(C)cc2)c(N2CCCCCC2)s1
5% | -3 | -1% | C[C@H](CO)N1C[C@H](C)[C@@H](CN(C)C(=O)Cc2ccccc2)OCc2cnnn2CCCC1=O
-6% | -6 | 2% | C[C@@H]1CN([C@@H](C)CO)C(=O)CCCn2nncc2CO[C@H]1CN(C)Cc1ccccc1C(F)(F)F
6% | -3 | -4% | CCCCc1c(O)nc(SCC(=O)N2CCOCC2)n(-c2ccc(C)cc2)c1=O
0% | 0 | 0% | COC(=O)c1cccc(NC(=O)c2cccc(-n3cnnn3)c2)c1
-8% | 7 | 1% | CCOC(=O)C1CC(c2ccccc2)=NN1c1ccccc1 (centres undefined)

Only part of the results is shown (hit frequency here may not be typical).
